# Assay outcomes as filed in PubChem.
# Bcl-xL primary = inhibitors of human Bcl-xL, primary screen, biochemical, fluorescence polarization, HTS; Bcl-2-like protein 1 (Homo sapiens), Q07817; GST-Bcl-xL / FITC-Bim BH3 peptide fluorescence polarization; inhibition, % at 10.9 µM; actives 0.7% (n = 320,000);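 active means inhibition above the mean of all tested compounds plus 3 SD, cutoff set per campaign, cut at about 30% in these data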;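 further: 0% = DMSO wells and 100% = unlabeled Bim-BH3 peptide competitor; inhibitors lower millipolarization by displacing the labeled peptide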
# GLD-1 TGE inh = GLD-1/TGE RNA complex disruptors, primary screen, biochemical, fluorescence polarization. AID 2280, 2010. Female germline-specific tumor suppressor gld-1 (Caenorhabditis elegans), Q17339. actives 0.44% (n = 320,000). inhibition, % at 5.96 µM. purified GLD-1 + fluorescein TGE RNA;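 active means percent inhibition above a per-plate cutoff, the plate mean of test compounds plus 3 SD, cut at about 30% in these data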;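 further: 0% = DMSO wells with GLD-1 and probe and 100% = wells lacking GLD-1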
# TPT1 inhibitor = Candida albicans TPT1 enzyme inhibitors, primary screen, biochemical, fluorescence polarization; actives 0.81% (n = 300,000); tRNA 2'-phosphotransferase TPT1 (Candida albicans SC5314); AID 1962, 2009; recombinant caTPT1, FP RNA substrate dephosphorylation; inhibition, % at 5 µM;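 active means inhibition above the mean of all tested compounds plus 3 SD, set per screening campaign, cut at about 24% in these data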;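 further: plate controls were DMSO alone for no effect and ferristatin control at 100 nM for full effect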
# MEX-5 binding = MEX-5 zinc finger RNA-binding disruptors – biochemical, C. elegans, fluorescence polarization, MLPCN library, primary screen. Zinc finger protein mex-5 (Caenorhabditis elegans), Q9XUB2. MEX-5/FITC-TCR2 RNA binding; active compounds read low. activity score (negative = inhibition of binding), % at 10 µM. actives 0.38% (n = 300,000);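 active means inhibition past about -25% in most replicates, and total fluorescence under double the plate's negative control median, limit read from the data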;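 further: 0% = DMSO and -100% = 5 µM competing unlabeled TCR2 RNA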
# PAD4 FP inh = human PAD4 inhibitors, primary screen, biochemical, fluorescence polarization, 1536-well format; actives 0.41% (n = 330,000); inhibition, % at 6.36 µM; recombinant PAD4, RCA probe fluorescence polarization;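 active means percent inhibition above a cutoff equal to the mean of all tested compounds plus 3 SD, cut at about 15% in these data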;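 further: 0% = PAD4 with RCA probe and DMSO and 100% = probe without PAD4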
# Target sequence (Q9UM07 whole entry, looked up): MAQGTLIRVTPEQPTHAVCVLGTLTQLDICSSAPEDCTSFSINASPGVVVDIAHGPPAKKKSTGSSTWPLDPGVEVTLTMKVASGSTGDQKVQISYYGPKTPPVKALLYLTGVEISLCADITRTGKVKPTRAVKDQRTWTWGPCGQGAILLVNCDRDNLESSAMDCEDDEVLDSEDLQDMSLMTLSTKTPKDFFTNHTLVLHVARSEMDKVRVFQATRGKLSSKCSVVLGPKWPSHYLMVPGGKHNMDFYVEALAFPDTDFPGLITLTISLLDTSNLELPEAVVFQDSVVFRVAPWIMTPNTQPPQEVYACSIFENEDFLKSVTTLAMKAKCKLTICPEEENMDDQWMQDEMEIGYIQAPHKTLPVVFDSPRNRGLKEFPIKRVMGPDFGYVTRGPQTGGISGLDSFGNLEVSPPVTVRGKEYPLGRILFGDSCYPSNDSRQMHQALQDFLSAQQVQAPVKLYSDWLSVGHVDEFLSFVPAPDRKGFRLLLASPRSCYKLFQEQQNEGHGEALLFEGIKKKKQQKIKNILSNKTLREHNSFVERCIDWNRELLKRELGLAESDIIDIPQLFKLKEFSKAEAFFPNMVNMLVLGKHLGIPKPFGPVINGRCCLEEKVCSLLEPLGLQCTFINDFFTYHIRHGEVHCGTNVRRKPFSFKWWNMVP
# PME-1 primary = PME-1 inhibitors via competitive probe labeling, primary screen, biochemical, fluorescence polarization, FP-Rh probe, HTS; actives 0.53% (n = 320,000); inhibition, % at 5.9 µM; Protein phosphatase methylesterase 1 (Homo sapiens), Q9Y570; recombinant PME-1; AID 2130, 2009;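 active means inhibition above the campaign mean of all compounds plus 3 SD, cut at about 26% in these data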;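 further: competitive labeling of PME-1 active site by serine hydrolase directed probe; 0% = PME-1 with DMSO and 100% = wells lacking PME-1 enzyme; inhibitors block probe labeling so polarization falls and inhibition rises; many of its hits are not listed in these tables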
# Target sequence (Q9Y570 whole entry, looked up): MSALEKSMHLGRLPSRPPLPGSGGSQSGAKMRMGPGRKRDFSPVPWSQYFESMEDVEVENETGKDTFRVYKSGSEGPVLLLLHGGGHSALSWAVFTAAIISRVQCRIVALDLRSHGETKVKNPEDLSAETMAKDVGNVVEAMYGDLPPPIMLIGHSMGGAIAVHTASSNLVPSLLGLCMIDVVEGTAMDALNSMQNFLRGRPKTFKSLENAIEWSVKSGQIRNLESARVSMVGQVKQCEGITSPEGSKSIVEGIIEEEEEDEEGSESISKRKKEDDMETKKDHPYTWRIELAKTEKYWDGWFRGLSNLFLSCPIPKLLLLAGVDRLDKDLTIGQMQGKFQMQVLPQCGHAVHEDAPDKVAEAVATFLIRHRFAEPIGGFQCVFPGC
# GSTO1 inh = inhibitors of recombinant GSTO1, primary screen, counter-screen for RBBP9 inhibitor project, biochemical, fluorescence polarization; inhibition, % at 5.96 µM; activity-based probe fluorescence polarization; Glutathione S-transferase omega-1 (Homo sapiens), P78417; actives 1.1% (n = 300,000);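 active means inhibition above the campaign mean inhibition plus 3 SD, cut at about 35% in these data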;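 further: 0% = GSTO1-1 with DMSO and 100% = wells lacking GSTO1-1 enzyme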
# MCL1 BIM primary = inhibitors of MCL1 binding to BIM-BH3, primary screen, biochemical, fluorescence polarization. Induced myeloid leukemia cell differentiation protein Mcl-1 (Homo sapiens), Q07820. GST-MCL1 / FITC-Bim-BH3 fluorescence polarization. inhibition, % at 10.9 µM. actives 0.68% (n = 320,000). AID 2057, 2009;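 active means inhibition above the mean inhibition of all tested compounds plus 3 SD, set per campaign, cut at about 40% in these data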;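 further: 0% = DMSO wells and 100% = unlabeled Bim-BH3 peptide control; higher means more loss of mP so more displacement of Bim peptide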
# Fam108B inh = mouse Fam108B serine hydrolase inhibitors, primary screen, counter-screen for RBBP9 inhibitor project, biochemical, fluorescence polarization; recombinant Fam108B, FP-Rh probe fluorescence polarization; inhibition, % at 9.51 µM; actives 0.33% (n = 300,000); AID 1947, 2009;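 active means inhibition above the screen mean inhibition plus 3 SD, computed separately per campaign, cut at about 18% in these data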;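 further: inhibitors lower polarization as less probe binds the enzyme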
# * marks the source's active call; other numbers are inactive results; / = not tested or not shown. Only part of the results is shown, so the mix of outcomes need not match the whole.
# Values run as follows: Bcl-xL primary, GLD-1 TGE inh, TPT1 inhibitor, MEX-5 binding, PAD4 FP inh, PME-1 primary, GSTO1 inh, MCL1 BIM primary, Fam108B inh
CN1CCN(c2nc(Cl)ncc2F)CC1
    5.3, 7.0, -0.5, -0.8, 4.6, 2.0, 5.5, 6.2, 1.4
CNC(C)Cc1ccccc1Sc1ccc(O)cc1 (stereo unspecified)
    1.6, -0.7, -9.1, 1.3, 6.5, -3.4, -2.4, 4.0, 2.5
Cc1cccc(NC(=O)N2CCCC2)c1
    -3.0, 1.5, 4.0, 0.5, -2.0, -1.3, 5.9, -3.0, 3.5
CN1C2CCC1CC(OC(=O)CCN1CCCC1)C2 (stereo unspecified)
    4.0, 4.7, -4.0, 1.5, -8.6, -0.7, 0.7, 1.5, 1.2
CCC(=Nc1cccc(C(F)(F)F)c1)c1c(O)n(C)c(=O)n(C)c1=O
    12.3, -5.2, -3.5, 0.8, 0.9, -6.2, 13.1, -0.1, 0.8
C/C(=N\NC(=O)c1ccccc1)c1c(O)n(Cc2ccccc2)c(=O)[nH]c1=O
    4.6, -0.5, 2.0, 2.8, 0.6, 2.8, 6.3, 5.8, 2.0
CNC(=O)Oc1ccc2ncccc2c1
    6.6, 1.2, -0.7, 3.0, -3.7, -4.7, -3.9, 3.3, 1.6
CNS(=O)(=O)c1ccc(N=Cc2c(O)n(-c3ccc(C)cc3)c(=O)[nH]c2=O)cc1
    -10.8, -19.3, 22.0, 2.0, -0.9, 4.4, 2.6, -7.6, -1.8
O=[N+]([O-])c1ccc(NCc2ccccc2)c2nonc12
    147.3*, 198.2*, -83.2, -35.7*, 2.4, 56.2*, 21.1, 174.9*, 20.9*
Cc1ccc(-c2cc(-c3ccc(C)cc3)[n+](C)o2)cc1
    5.4, 0.0, 2.2, -3.0, -1.3, 1.9, 6.1, 4.6, 8.8
C/C(=N\N1CCCCCC1)c1c(O)n(C)c(=O)n(C)c1=O
    4.5, 7.4, 0.3, 0.6, -0.5, -7.4, 4.7, -0.9, 1.1
Cc1cc(/C=C2\C(=O)NC(=O)N(Cc3ccccc3Cl)C2=O)c(C)n1-c1ccc(C(=O)O)cc1
    -22.7, -31.3, 60.3*, -4.4, -13.4, -3.0, -4.0, -18.4, 8.2
CC(=O)NC1C(OC(=O)Cc2ccccc2)OC(COC(C)=O)C(OC(C)=O)C1OC(C)=O (stereo unspecified)
    -1.4, -1.7, -2.0, -6.2, -8.1, -3.1, -0.8, -9.3, -2.7
O=C1NC(=O)C(C(CC(=O)c2ccccc2)c2ccccc2)C(=O)N1 (stereo unspecified)
    -0.5, -0.3, 0.0, -1.0, -2.4, -2.1, 6.9, -3.2, 1.3
NC1=C([N+](=O)[O-])C(c2ccc3c(c2)OCO3)c2c(c3ccccc3oc2=O)O1 (stereo unspecified)
    -1.6, 0.4, -0.3, 3.5, -1.1, 2.0, 2.6, 1.1, 0.6
Cc1ccc(N2C(=O)NC(=O)/C(=C\c3ccoc3)C2=O)cc1
    -55.5, -79.1, 133.4*, 6.6, -15.4, -6.0, -0.1, -75.9, -3.9
COc1cc2c(cc1OC)C(C)NCC2 (stereo unspecified)
    0.4, -4.5, -0.9, /, -3.3, -5.3, 6.7, -0.7, -1.8
COC(=O)C1=C(c2ccccc2)C[C@@H]2CC[C@H]1N2C(=O)NCc1ccc(F)cc1
    1.8, 0.5, -0.4, -1.5, 3.7, 0.4, 10.2, -3.0, -0.6
c1csc(CN2CCNCC2)c1
    -1.2, 6.5, 3.8, -2.5, -3.1, 0.3, 3.4, 1.8, 2.7
CCOP(=O)(OCC)C(NC(=O)C(C)C)C(Cl)(Cl)Cl (stereo unspecified)
    7.7, 1.3, -0.9, -0.9, 3.7, 0.4, 13.2, 7.9, -1.7
Cc1nn(CC(C)C)c(Cl)c1C(=O)NC1CCC(C)CC1 (stereo unspecified)
    5.2, 8.4, -2.3, -0.4, 3.7, -3.9, -2.2, -0.7, 0.5
Cn1c(O)c(C=NC2CCCCC2)c(=O)[nH]c1=S
    2.9, 6.2, -0.1, -0.1, 0.5, -1.1, 3.0, 4.0, 1.6
COc1cc(CN2CCN(c3cc(C)ccc3C)CC2)ccc1O
    -4.7, -5.1, 3.1, -4.5, 1.1, 3.2, -4.8, -0.8, 3.8
CCOP1(=S)Oc2cc3c(cc2C(C(=O)OC)(C(F)(F)F)O1)OCO3 (stereo unspecified)
    9.2, 6.2, -0.5, -1.9, -2.7, -8.1, 19.4, 15.3, -3.1
O=C1CCN(C(=O)Cc2ccccc2[N+](=O)[O-])CC1
    1.9, 0.2, 4.7, 0.1, 2.2, 0.8, 16.4, 6.6, 4.1
C=C1C(=O)O[C@@H]2C[C@@H](C)[C@H]3C=CC(=O)[C@]3(O)C[C@@H]12
    -3.1, 3.4, -0.6, -1.4, -0.1, -6.5, -5.4, -25.9, -6.7
O=C1NC(=S)NC(=O)C12C(c1ccc(F)cc1)NC(=S)NC2c1ccc(F)cc1 (stereo unspecified)
    3.6, 0.8, 2.4, -0.8, -1.0, 4.5, -3.1, 8.8, -7.8
C(CCc1nn[nH]n1)CCc1nn[nH]n1
    3.0, 3.8, -0.4, -3.4, -3.8, 1.5, -1.7, 2.6, 0.7
COCCNC(=O)Cn1cc(C(=O)c2ccccc2F)c2ccccc21
    -0.4, -4.0, 0.5, 1.8, -6.9, 0.4, 0.9, 1.3, -1.3
COc1ccc(/C=C2/C(=O)NC(=S)N(C3CC3)C2=O)cc1CN1C(=O)c2ccccc2C1=O
    14.1, 6.4, 4.1, /, -0.5, 2.2, 0.9, 36.2, 5.6
CCC(C)N1C(=O)NC(=O)C2(Cc3c(ccc4ccccc34)N(C)C2)C1=O (stereo unspecified)
    8.5, 4.9, -4.6, -0.2, -4.0, 7.2, 18.9, 12.6, 14.6
Cc1oc(-c2ccccc2)nc1CN1C(=O)CN=C(c2ccccc2)c2ccccc21
    1.9, 4.3, -1.0, -0.5, 5.7, 32.2*, -1.4, 5.3, 1.5
C=C(C)[C@H]1CN[C@H](C(=O)O)[C@H]1CC(=O)O
    7.5, -1.7, -1.4, -2.4, -1.2, -4.8, 8.0, 1.1, -0.9
CC(=O)N1CCN(CCN=Cc2c(O)n(-c3ccc(F)cc3)c(=S)[nH]c2=O)CC1
    0.5, -4.7, -2.4, 0.4, 1.5, 0.6, -2.2, -2.0, 1.9
CCOC(=O)c1ccc(N2C(=O)CC(N3CC=C(c4ccc(F)cc4)CC3)C2=O)cc1 (stereo unspecified)
    9.7, -1.4, 10.3, 4.2, -7.2, -6.4, -16.5, -1.1, -1.7
COc1ccc(-c2csc(NC(=O)COC(=O)Cc3ccccc3)n2)cc1OC
    4.0, 2.7, 3.4, -0.1, 5.5, 2.9, 1.8, -0.3, 2.3
COC(=O)C1=C(c2ccccc2)C[C@@H]2CC[C@H]1N2C(=O)NCCCOC(C)C
    1.6, 3.4, -2.6, 0.0, -1.2, -0.2, 3.1, 12.4, 1.4
COc1ccc(OC)c(N2Cc3ccccc3C2=N)c1
    -0.4, 2.5, -3.6, 0.6, -3.2, 0.5, 8.8, -0.7, -2.8
CN1C(=O)C(=Cc2ccccc2Oc2ccc(Cl)cc2)C(=O)N(C)C1=O
    10.6, 0.6, -0.9, 5.8, -3.0, 1.4, 10.7, 4.0, -6.3
Cc1cc(=O)[nH]c(CCl)n1
    7.1, -0.2, 1.7, 2.7, -3.9, 3.0, 67.3*, 0.6, -1.0
COc1ccc(C(=O)C(C)(C)NO)cc1
    -4.0, 0.1, -4.0, 2.1, -5.8, -2.0, 4.6, -0.7, -1.2
CN1CCN(c2ccc([N+](=O)[O-])c(Sc3ccccn3)c2)CC1
    -5.3, 1.8, 0.3, -1.7, -2.5, 5.8, 7.3, -1.6, -2.1
Cc1cccn2c(=O)c3cc(C(=O)N4CCC5(CC4)OCCO5)n(C)c3nc12
    3.9, -3.2, -4.0, 0.4, 0.8, 5.1, 13.6, 1.3, -4.0
Cc1nc2nc(C)c(CCC(=O)N3CCC4(CC3)OCCO4)c(C)n2n1
    -7.4, 2.7, 0.7, 0.6, 0.5, 1.7, -2.0, -4.2, 1.5
O=C1N(c2ccc(Cl)cc2)C(c2cccnc2)N2CCCN12 (stereo unspecified)
    -10.3, -2.7, 0.1, -0.7, 2.2, -1.9, -0.8, -3.1, 1.4
CCC(=O)c1ccc(OC(=O)N(C)c2ccccc2)cc1
    5.0, 7.0, -0.8, -3.0, -4.1, -0.8, 4.4, 3.5, 0.8
CN(Cc1ccccc1)Cc1ccccc1OC(=O)N(C)C
    6.1, 5.4, -0.1, 1.1, 1.6, -8.6, 6.6, 8.0, 0.2
COC(=O)C1=C(c2cccc(C#N)c2)C[C@@H]2CC[C@H]1N2C(=O)N1CCC(O)CC1
    4.9, -4.2, /, /, 1.7, 2.5, /, -4.6, /
O=C(C(=O)N1CCOCC1)c1cn(Cc2ccccc2F)c2ccccc12
    3.0, 5.7, -0.5, -1.5, 1.1, 13.6, 1.9, -5.8, 4.3
COc1ccc(C2C(C(=O)N3CCC4(CC3)OCCO4)c3cc(OC)c(OC)cc3C(=O)N2C)cc1 (stereo unspecified)
    8.3, -0.8, -1.1, -0.8, -8.0, -1.9, 5.8, 5.6, -0.9
O=C(NC(=S)N1C[C@H]2C[C@H](C1)c1cccc(=O)n1C2)c1ccc(Cl)cc1
    -1.5, 4.4, -4.4, 1.6, 3.5, -2.7, -2.0, -7.7, -1.9
CCC1(CC)C(=N)N(C)C(=O)NC1=O
    5.1, 5.0, -1.4, -0.6, 0.8, 6.1, 6.0, -5.3, -3.4
O=C(N/N=C/c1c(O)n(C2CC2)c(=S)[nH]c1=O)c1ccccc1Cl
    17.8, -0.7, 0.7, -8.9, -0.1, 7.3, 2.3, 14.5, -3.3
Cc1noc(C)c1C(=O)N1CCC2(CC1)OCCO2
    7.1, 4.9, -1.9, -1.7, -0.3, -0.1, -2.1, 11.2, -2.9
COc1ccc(-n2c(/C=C/c3ccc(O)cc3)nc3ccccc3c2=O)cc1
    3.4, -11.9, 7.6, -1.7, 2.0, 19.9, -14.2, -2.5, 0.1

# Entries listed so far that contain a CF3 group:
# Values run as follows: Bcl-xL primary, GLD-1 TGE inh, TPT1 inhibitor, MEX-5 binding, PAD4 FP inh, PME-1 primary, GSTO1 inh, MCL1 BIM primary, Fam108B inh
CCC(=Nc1cccc(C(F)(F)F)c1)c1c(O)n(C)c(=O)n(C)c1=O
    12.3, -5.2, -3.5, 0.8, 0.9, -6.2, 13.1, -0.1, 0.8
CCOP1(=S)Oc2cc3c(cc2C(C(=O)OC)(C(F)(F)F)O1)OCO3 (stereo unspecified)
    9.2, 6.2, -0.5, -1.9, -2.7, -8.1, 19.4, 15.3, -3.1
